GBA enhancer = GBA activity enhancers in patient fibroblasts, primary screen, cell-based; Lysosomal acid glucosylceramidase (Homo sapiens), P04062; L444P Gaucher fibroblasts, 4-MU-glucoside fluorescence, 3 days; activation, % at 10 µM; 30,000 compounds, 0.44% hits; in the data active = activation above about 65%;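 also: 0% = vehicle wells and 100% = positive control wells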
Target sequence (P04062 whole entry L483P): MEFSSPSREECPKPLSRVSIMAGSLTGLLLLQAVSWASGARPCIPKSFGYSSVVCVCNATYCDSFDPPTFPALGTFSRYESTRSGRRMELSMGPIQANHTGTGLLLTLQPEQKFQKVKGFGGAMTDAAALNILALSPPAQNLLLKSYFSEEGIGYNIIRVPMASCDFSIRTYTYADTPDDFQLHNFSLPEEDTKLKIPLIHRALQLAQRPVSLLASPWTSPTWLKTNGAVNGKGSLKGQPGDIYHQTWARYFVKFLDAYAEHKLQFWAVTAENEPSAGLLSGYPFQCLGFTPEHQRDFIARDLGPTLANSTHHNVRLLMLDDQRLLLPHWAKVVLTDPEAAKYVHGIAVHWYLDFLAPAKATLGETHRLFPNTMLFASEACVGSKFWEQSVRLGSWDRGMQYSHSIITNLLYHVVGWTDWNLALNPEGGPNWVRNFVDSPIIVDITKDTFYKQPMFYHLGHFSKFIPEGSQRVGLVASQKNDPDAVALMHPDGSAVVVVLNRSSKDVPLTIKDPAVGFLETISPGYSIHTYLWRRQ
* = called active by the depositor. Not all compounds are listed; the hit share may differ from the screen's.

canonical_smiles,GBA enhancer
O=C(CCCn1c(SCC(=O)c2ccc(O)c(O)c2)nc2ccccc2c1=O)NCC1CCCO1 (stereo not given),-16
CC(=O)c1ccc(-n2nncc2C)cc1,4
Cn1c(=O)[nH]c(=O)c2c1nc(NCCCO)n2Cc1ccc(F)cc1,-16
Cc1ccc(-c2nn(C)c(=O)c3ccccc23)cc1CO,-40
CCn1c(SCC(=O)Nc2nc3c(s2)CCCC3)nnc1-c1ccccc1,-4
CC(=O)c1c(C)nc2ccccc2c1N,47
Cc1cccc(OCC(=O)N(Cc2cccs2)C2CCS(=O)(=O)C2)c1C (stereo not given),12
CSc1cccc(NS(=O)(=O)c2ccccc2)c1,-14
CCOC(=O)c1ccc(NC(=O)COc2ccc(S(=O)(=O)NC(C)C)cc2)cc1,-8
COc1ccccc1NC(=O)c1cnc2n(c1=O)CCS2,-12
O=C1CCCc2nc3nc4ccccc4n3cc21,4
CCOc1ccc(NS(=O)(=O)c2ccc3c(c2)oc(=O)n3C)cc1,-18
CCCCC[C@H](O)/C=C/[C@H]1C=CC(=O)[C@@H]1C/C=C\CCCC(=O)O,-11
CCOc1cc(C2C(C(=O)c3ccccc3)=C(C(=O)OC)Nc3nnnn32)ccc1O (stereo not given),1
COc1ccc(N/C(=N\c2nc(C)cc(C)n2)NC(C)=O)cc1OC,1
Cc1ccc(-n2c(N)c(C(=O)N3CCOCC3)sc2=S)cc1,8
N#Cc1ccc(CSc2nnc(-c3cccs3)n2-c2ccccc2)cc1,-25
COc1ccc(C)cc1S(=O)(=O)NC1CCCCC1,-13
CCOC(=O)CSc1nc2ccccc2c(=O)n1CC1CCC(C(=O)NCc2ccco2)CC1 (stereo not given),-6
COc1ccc(Br)cc1CNC(=O)C1CCCN(c2nc3ccccc3o2)C1 (stereo not given),-23
COc1ccccc1N(CCC#N)C(=O)CSc1nc(-c2ccccc2)cn1N,-2
COC(=O)c1ccc(COC(=O)c2[nH]c(C)c(C(C)=O)c2C)o1,0
O=C(Nc1cccc(F)c1)c1cc(S(=O)(=O)N2CCC(C(=O)O)CC2)ccc1F,3
Cc1ccc(Cn2c(CN3CCOCC3)nc3c2c(=O)[nH]c(=O)n3C)cc1,-15
c1ccc(-c2nnc(-c3cccc(-c4nnc(-c5ccccc5)o4)c3)o2)cc1,1
Cc1cc(NS(=O)(=O)c2ccc(NC(=O)CCN3C(=O)c4ccccc4C3=O)cc2)no1,93*
COc1ccc(N2C(N)=C(C#N)C(c3cccnc3)C3=C2CC(C)(C)CC3=O)cc1 (stereo not given),6
CCCn1c(=N)n(CCOc2ccc(OC)cc2)c2ccccc21,29
CC(=O)Cc1nsc(NC(=O)c2csc3c2CCCC3)n1,-9
C=CCn1c(N)c(C(=O)N2CCOCC2)sc1=S,-23
CCOc1ccc(NC(=O)NC2CCOC(C)(C)C2)cc1 (stereo not given),-33
COCCNC(=O)C(c1ccc(F)cc1)N(CCOC)C(=O)CCC(=O)Nc1nccs1 (stereo not given),-6
O=C(CSc1nc2c(c(=O)n1-c1ccc(Cl)cc1)SCC2)N1CCCC1,-39
COc1ccc(OC)c(NC(=O)Cn2c(=O)oc3ccccc32)c1,-3
Cc1ccc(NC(C(N)=O)c2c(C)[nH]c(=O)[nH]c2=O)cc1 (stereo not given),-4
CCCCCCOC(=O)C(C#N)c1nc2ccccc2nc1N1CCOCC1 (stereo not given),-35
COc1ccc(C(=O)n2nc(-c3ccco3)nc2SC)cc1OC,-24
C=CCNc1nc(NCc2ccco2)nc(OCC)n1,-27
O=C(OCn1nnc2ccccc2c1=O)c1cn(-c2ccccc2)nc1-c1cccnc1,-11
CCOC(=O)c1c(NC(=O)c2cccs2)sc2c1CC(C)(C)OC2,-18
CCOC(=O)C1CCCN(C(=O)Cc2ccc(OC)c(OC)c2)C1 (stereo not given),-4
COc1ccccc1N1CCN(S(=O)(=O)c2c(C)ccc3nsnc23)CC1,-32
CS(=O)(=O)N(CC(=O)NCC1CCCO1)c1cc(Cl)cc(Cl)c1 (stereo not given),10
CCOC(=O)c1ccc(NC(=O)N2CCN(Cc3cccc(F)c3)CC2)cc1,-5
O=C(O)C1C(c2ccccc2)C(C(=O)OCCCO)C1c1ccccc1 (stereo not given),9
CCCCCCOC(=O)C(C#N)c1nc2ccccc2nc1N1CCN(C)CC1 (stereo not given),-58
COc1ccccc1N1CCN(c2nc(-c3ccccc3)cc(C(F)(F)F)n2)CC1,-50
COc1ccc(-c2cn3cccnc3n2)cc1NC(=O)C1CC1,3
CS(=O)(=O)c1ccc2nc(NC(=O)Oc3ccccc3)sc2c1,40
COc1ccc(-c2nc(CS(=O)(=O)CC(=O)NCCc3cc(OC)ccc3OC)c(C)o2)cc1,13
Cc1nc(N(C)C)c2sc(=S)n(C)c2n1,12
c1ccc2c(-c3nc(C4CCCCC4)no3)cc(-c3ccncc3)nc2c1,-4
CCOC(=O)c1c(C)[nH]c(C)c1C(=O)COC(=O)C1CCCN1S(=O)(=O)c1ccccc1F (stereo not given),-12
O=C1CCCN1C(=O)CCC(=O)N1CCCC1=O,-22
Cc1onc(-c2ccccc2Cl)c1C(=O)Nc1cccc(-c2nc3ncccn3c2C)c1,-3
CCN(CCNC(=O)C1CCCN(Cc2nc(-c3ccc(OC)cc3)oc2C)C1)c1ccccc1 (stereo not given),-63
N=c1c(C(=O)NCc2ccc(F)cc2)cc2c(=O)n3ccccc3nc2n1Cc1ccco1,-30
O=C(CCCn1c(SCC(=O)NCC2CCCO2)nc2ccccc2c1=O)NCC1CCCO1 (stereo not given),-5
Cc1ccccc1CN1CCN(CC(=O)NCCCN2CCN(c3ccc(F)cc3)CC2)C1=O,-70
COc1ccc(S(=O)(=O)N(CC(=O)NC2CC2)c2ccc(C)cc2)cc1OC,-7

Among those listed so far, these have an NH in an aromatic ring.
canonical_smiles,GBA enhancer
Cn1c(=O)[nH]c(=O)c2c1nc(NCCCO)n2Cc1ccc(F)cc1,-16
COC(=O)c1ccc(COC(=O)c2[nH]c(C)c(C(C)=O)c2C)o1,0
Cc1ccc(Cn2c(CN3CCOCC3)nc3c2c(=O)[nH]c(=O)n3C)cc1,-15
Cc1ccc(NC(C(N)=O)c2c(C)[nH]c(=O)[nH]c2=O)cc1 (stereo not given),-4
CCOC(=O)c1c(C)[nH]c(C)c1C(=O)COC(=O)C1CCCN1S(=O)(=O)c1ccccc1F (stereo not given),-12

The list goes on:
canonical_smiles,GBA enhancer
O=C(Cn1nnc(-c2ccccc2)n1)NCc1ccccc1,-40
OC(CCN1CCCC1)(c1ccccc1)C1CCCCC1 (stereo not given),-19
CCCOc1ccc(C2C(C(=O)c3ccc(C)o3)=C(O)C(=O)N2CCCn2ccnc2)cc1 (stereo not given),-1
N#C/C(=C(/O)COC(=O)CCC1CCCCC1)c1nc2ccccc2[nH]1,-7
COc1ccc(-c2cc(OC)c3c(C)oc(C)c3c(=O)c2)cc1OC,-12
COC(=O)c1[nH]c2ccc(F)cc2c1NC(=O)C1=COCCO1,-12
CCOCCCNC(=O)c1cccs1,-8
COC(=O)Cc1c(C)c2ccc(OCC(C)=O)c(C)c2oc1=O,-43
COc1ccc(S(=O)(=O)NCC(c2cccnc2)N2CCN(c3ccc(F)cc3)CC2)cc1C (stereo not given),4
CCOc1ccccc1N1C(=O)CC(Sc2ncccc2C(=O)O)C1=O (stereo not given),-21
Cc1ccc(C(=O)Nc2c(C(=O)N3CCOCC3)cnn2-c2ccccc2)cc1,2
CS(=O)(=O)N1CCN(c2ccccc2NC(=O)c2ccc(-c3ccc(Cl)cc3Cl)o2)CC1,-3
COc1cc(NC(=O)c2csc3c2CCCC3)ncn1,32
O=C(CC(C(=O)N1CCc2ccccc21)n1ccnc1)NCc1cccnc1 (stereo not given),-23
COCCn1c(N)c(S(=O)(=O)c2cccs2)c2nc3ccccc3nc21,-29
O=C(O)c1cccc(N2CCCCS2(=O)=O)c1,41
O=S1(=O)N=C2CCCN2C(c2ccc(F)cc2)N1 (stereo not given),-7
N#CC1=C(N)N2C(=C(C#N)C13CCN(Cc1ccccc1)CC3)Nc1ccccc12,31
CCN(CC(=O)NC1CCS(=O)(=O)C1)C(=O)C(c1ccccc1)c1ccccc1 (stereo not given),1
Cc1ccc(-c2cc(-c3ccc(C)o3)nc(N)c2C#N)cc1,18
Cc1csc2ncc(C(=O)NCc3ccc4c(c3)OCO4)c(=O)n12,-17
COCCNC(C)C(=O)Nc1ccc(Br)cc1 (stereo not given),3
O=C1c2ccccc2C(=O)N1c1cccc(-c2nc3ccccc3o2)c1,-60
Cc1cc(=O)[nH]c(SCC(=O)NCc2ccco2)n1,-7
Cc1ccc(Cn2c(=N)n(CC(O)c3ccco3)c3ccccc32)cc1 (stereo not given),-41
O=C(C1CCCN(Cc2cccnc2)C1)N1CCCCC1 (stereo not given),-12
CCOc1ncccc1C(=O)Nc1ccc(Cl)cc1,-4
On1cnnc1-c1ccccc1,-54
Cc1ccc2[nH]c(=O)c(CN(Cc3ccc4c(c3)OCO4)Cc3nnnn3Cc3ccco3)cc2c1,-29
CCOc1ccc2nc(NC(=O)c3ccc(S(=O)(=O)N4CCOCC4)cc3)sc2c1,19
CSc1nsc(NC(=O)Cc2ccccc2)n1,-77
CCN1C(=O)CSc2ccc(C(=O)NC3CCCCC3)cc21,4
CC(=O)Oc1ccc(N(C(C)=O)S(=O)(=O)c2cccs2)cc1,1
COc1ccc(N2CCN(C(=O)CCCOc3cc(=O)n(C)c4ccccc34)CC2)cc1,2
COc1ccc(CNC(=O)c2c(O)c3ccccc3n(C)c2=O)cc1OC,-4
Cc1cc(=O)n2c3c(sc2n1)C(=O)N(Cc1ccccc1)C3=O,4
CCC1CCCCN1S(=O)(=O)c1ccc(S(=O)(=O)N(Cc2cccs2)C2CC2)cc1 (stereo not given),-14
CN1/C(=C\C(=O)c2ccco2)c2ccccc2CC1(C)C,-11
CCN(CC)CCCNC(=O)C1c2ccccc2Oc2ccccc21,-16
O=C(Cn1cc(C(F)(F)F)ccc1=O)N1CCN(S(=O)(=O)c2ccc(Cl)cc2)CC1,2
COC(=O)c1ccccc1NC(=O)c1cc2sccc2n1C,-30
CC1CCN(CCCNC(=O)COc2cc(=O)n(C)c3ccccc23)CC1,-6
COc1cccc(C(=O)CSc2nnc(COc3cccc4cccnc34)o2)c1,49
CC(NC(=O)CN1C(=O)COc2ccccc21)c1ccccc1 (stereo not given),-10
Nc1nc(SCC(=O)N2CCCC2)[nH]c(=O)c1-c1ccccc1,-14
N#Cc1c(-c2ccccc2)cc(C2CC2)nc1N,-7
CCCOc1ccc(C(C)(O)CN2CCOCC2)cc1 (stereo not given),-3
CC1(C)CC(CCNC(=O)c2ccco2)CC(C)(C)N1,-10

A draw from above in order of SMILES length, falling:
canonical_smiles,GBA enhancer
CCN(CC)CCCNC(=O)C1c2ccccc2Oc2ccccc21,-16
COC(=O)c1ccccc1NC(=O)c1cc2sccc2n1C,-30
N#Cc1c(-c2ccccc2)cc(C2CC2)nc1N,-7

Pulled by compound from the list above:
canonical_smiles,GBA enhancer
CCOc1ccc(NS(=O)(=O)c2ccc3c(c2)oc(=O)n3C)cc1,-18
CC(NC(=O)CN1C(=O)COc2ccccc21)c1ccccc1 (stereo not given),-10
CS(=O)(=O)N(CC(=O)NCC1CCCO1)c1cc(Cl)cc(Cl)c1 (stereo not given),10
O=C(Nc1cccc(F)c1)c1cc(S(=O)(=O)N2CCC(C(=O)O)CC2)ccc1F,3
O=C(CC(C(=O)N1CCc2ccccc21)n1ccnc1)NCc1cccnc1 (stereo not given),-23

(listing goes on)
canonical_smiles,GBA enhancer
CCOC(=O)C1CCN(S(=O)(=O)C(F)(F)c2nc3ccccc3s2)CC1,-14
O=C(CN(C(=O)CCC(=O)Nc1nccs1)c1cccc(F)c1)NCC1CCCO1 (stereo not given),-9
CN(Cc1ccccc1)C1CC(=O)N(c2ccc(C(=O)O)cc2)C1=O (stereo not given),7
O=C(NC1CCS(=O)(=O)C1)c1ccc(-c2ccc(Br)cc2)o1 (stereo not given),-6
C=CCn1c(NCc2ccc(N(C)C)cc2)nc2ccccc21,-3
COc1ccc(CCn2c(-c3ccco3)nc3nc4ccccc4nc32)cc1,13
Cc1sc2nc(CN3CCOCC3)nc(NS(=O)(=O)c3ccc4c(c3)OCCO4)c2c1C,-15
COC(=O)Cn1c(=N)n(CCN2CCCCC2)c2ccccc21,3
CC1(C(=O)NC2CCCCCCC2)CCC(=O)N1Cc1cccnc1 (stereo not given),-22
CC(C)OCCCn1c(=S)[nH]c2ccc(N3CCOCC3)cc2c1=O,2
COc1ccc(CCNC(=O)C2CCN(S(=O)(=O)N3CCCCCC3)CC2)cc1OC,2
CCN(CC)CCCN(C(=O)c1cccs1)c1nc(-c2ccc(OC)cc2)cs1,-10
CCOc1ccc(NC(=O)CN2CCN(CC(=O)c3ccc(OC)c(OC)c3)CC2)cc1,-17
Cn1c(=O)c2c(nc(SCC(=O)NCC3CCCO3)n2C)n(C)c1=O (stereo not given),-20
Cn1c(=O)c2c(nc(NCCCN3CCOCC3)n2Cc2ccc(Cl)cc2Cl)n(C)c1=O,14
Cc1ccc2nc3ccc(N4CCCC4)nn3c(=O)c2c1,-23
COc1cc(C2CC(=O)NC3=C2C(=O)CC(C)(C)C3)cc(OC)c1O (stereo not given),-19
CCOc1ccc(C(C)=O)cc1Cn1nc(C(=O)O)c2ccccc2c1=O,-18
CC(C)CCOc1ccc(C(=O)CCNC(C)C(=O)O)cc1 (stereo not given),-3
Cc1ccc(-c2[nH]nc3c2C(c2ccc(OC(=O)N4CCOCC4)cc2)C(C#N)=C(N)O3)cc1 (stereo not given),-35
Cc1ccccc1CS(=O)(=O)Cc1ccc(C(=O)N2CCOCC2)o1,-5

Assay outcomes from PubChem BioAssay.
